Bioassay records from PubChem BioAssay.
ATG4B inhibitor = ATG4B protease inhibitors, primary screen, biochemical, fluorescence, uHTS | ATG4B cleavage of LC3-PLA2, NBD-HPC fluorescence, 1 h | inhibition, % at 8.33 µM | actives 0.51% (n = 340,000) | AID 504462, 2011; in the data active = inhibition above about 40%
TIM10 inh = growth inhibitors of isogenic TIM10 control yeast, primary screen, counter-screen for tim10-1 yeast inhibitor project, luminescence, uHTS | actives 1.4% (n = 330,000) | S. cerevisiae TIM10 strain growth, BacTiter-Glo luminescence, 24 h | inhibition, % at 10 µM;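 active = inhibition of 40% or more at the single tested concentration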;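 also: wild-type TIM10 isogenic control strain grown at permissive 25 °C; 0% = DMSO yeast wells and 100% = minimal medium wells without yeast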
tim10-1 inh = growth inhibitors of tim10-1 mutant yeast, primary screen, luminescence, uHTS | S. cerevisiae tim10-1 ts strain growth, BacTiter-Glo, 24 h | inhibition, % at 20 µM | actives 2.2% (n = 330,000) | AID 463190, 2010;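 active = inhibition of at least 40%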;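 also: mutant grown at 25 °C; 0% = DMSO wells with yeast and 100% = wells holding no yeast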
hIAP block = human IAP inhibitors, primary screen, biochemical, luminescence, uHTS; purified IAP, CDP-Star luminescence, 30 min; inhibition, % at 10 µM; actives 0.12% (n = 330,000);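 active = inhibition reaching a set limit with compound at 10 µM in the primary screen, cut at about 35% in these data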;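 also: plate controls were DMSO wells with enzyme for no effect and no-enzyme buffer wells for full effect; values of inactives mirror those of a sister screen read the other way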
mIAP inh = inhibitors of mouse IAP, primary screen, biochemical, luminescence, uHTS. AID 2806, 2010. actives 0.2% (n = 330,000). inhibition, % at 10 µM. purified mouse IAP, CDP-Star luminescence, 30 min;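 active = inhibition of at least 40% at 10 µM in the primary screen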;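 also: plate controls were DMSO with enzyme for no effect and no enzyme wells for full effect; values of inactives mirror those of a sister screen read the other way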
Apaf1 inhib = inhibitors of human Apaf-1 apoptosome, primary screen, biochemical, DEVD-Rh110 fluorescence, uHTS. inhibition, % at 20 µM. reconstituted apoptosome caspase-3 activity. actives 0.71% (n = 330,000). Apoptotic protease-activating factor 1 (Homo sapiens), O14727; active = inhibition of at least 40% at 20 µM;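 also: plate controls were DMSO wells for no effect and DEVD-CHO caspase inhibitor wells for full effect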
Target sequence (O14727 whole entry, looked up): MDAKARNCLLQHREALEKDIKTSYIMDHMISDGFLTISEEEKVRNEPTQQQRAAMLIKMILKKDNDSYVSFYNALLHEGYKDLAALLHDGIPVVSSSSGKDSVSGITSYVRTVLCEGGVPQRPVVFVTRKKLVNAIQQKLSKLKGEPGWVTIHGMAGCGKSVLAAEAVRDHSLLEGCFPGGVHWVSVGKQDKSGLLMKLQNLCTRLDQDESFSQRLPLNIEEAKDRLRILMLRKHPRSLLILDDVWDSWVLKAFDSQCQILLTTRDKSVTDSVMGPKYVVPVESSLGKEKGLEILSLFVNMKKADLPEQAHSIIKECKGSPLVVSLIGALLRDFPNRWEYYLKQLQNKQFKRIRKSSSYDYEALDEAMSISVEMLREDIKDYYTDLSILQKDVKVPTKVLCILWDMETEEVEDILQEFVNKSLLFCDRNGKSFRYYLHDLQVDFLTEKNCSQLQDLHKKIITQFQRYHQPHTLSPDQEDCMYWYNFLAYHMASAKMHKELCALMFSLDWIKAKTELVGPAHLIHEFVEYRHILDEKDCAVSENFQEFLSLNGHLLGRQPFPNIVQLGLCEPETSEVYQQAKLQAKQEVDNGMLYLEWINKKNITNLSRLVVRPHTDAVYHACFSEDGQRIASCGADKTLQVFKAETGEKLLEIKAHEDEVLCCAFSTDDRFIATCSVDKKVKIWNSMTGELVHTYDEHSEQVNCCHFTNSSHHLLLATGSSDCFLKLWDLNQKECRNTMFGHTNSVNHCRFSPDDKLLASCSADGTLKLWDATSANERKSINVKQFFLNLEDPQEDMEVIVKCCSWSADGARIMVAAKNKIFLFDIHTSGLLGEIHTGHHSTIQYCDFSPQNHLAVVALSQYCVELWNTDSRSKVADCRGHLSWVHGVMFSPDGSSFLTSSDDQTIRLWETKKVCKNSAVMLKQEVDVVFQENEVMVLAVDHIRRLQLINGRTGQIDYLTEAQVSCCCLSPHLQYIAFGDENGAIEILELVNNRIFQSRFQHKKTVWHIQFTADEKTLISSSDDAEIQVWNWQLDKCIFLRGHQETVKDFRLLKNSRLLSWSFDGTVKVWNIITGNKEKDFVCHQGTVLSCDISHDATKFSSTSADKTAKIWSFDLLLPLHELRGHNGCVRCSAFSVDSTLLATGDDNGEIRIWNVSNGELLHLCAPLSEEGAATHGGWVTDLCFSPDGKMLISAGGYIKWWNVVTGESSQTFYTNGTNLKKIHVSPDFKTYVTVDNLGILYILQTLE
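Material: reconstituted apoptosome with Apaf-1, cytochrome c, caspase-9, procaspase-3, dATP. Technique: Rh110 fluorescence intensity. Buffer or medium: pH 7.5 Hepes buffer with CHAPS, BSA, DTT. Times: 30 min plus 50 min, RT.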
mIAP activ = activators of mouse IAP, primary screen, biochemical, luminescence, uHTS | actives 0.24% (n = 330,000) | muIAP, CDP-Star luminescence, 30 min; active compounds read high; 1 = vehicle-only enzyme signal, 0 = enzyme-free wells | intestinal alkaline phosphatase [Mus musculus] | activation factor at 10 µM;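 active = activation factor of at least 2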; also: the source names both 10 and 20 µM as test concentration; values of inactives mirror those of a sister screen read the other way
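Assay system: mouse IAP enzyme; Reagent: CDP-Star chemiluminescent phosphatase substrate; Compound: DMSO-dissolved test compounds; Incubation: 30 min, room temperature; Technique: luminescence from enzymatic CDP-Star hydrolysis; Controls: DMSO-only wells and no-enzyme negative control.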
hIAP activ = human IAP activators, primary screen, biochemical, luminescence, uHTS | purified human IAP, CDP-Star luminescence, 30 min; active compounds read high; 1 = vehicle-only enzyme, 0 = enzyme-free background | activation factor at 10 µM | actives 0.16% (n = 330,000);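 active = activation factor of the enzyme at least 2-fold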; also: the source names both 10 and 20 µM as test concentration; values of inactives mirror those of a sister screen read the other way
NALP3 yeast inh = NALP3 inflammasome inhibitors in reconstituted yeast, primary screen, luminescence, uHTS | actives 0.39% (n = 330,000) | Yeast reconstituted NLRP3/ASC/caspase-1, beta-gal luminescence, 24 h | inhibition, % at 10 µM;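 active = inhibition of 50% or more; inactive = inhibition below 50%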;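 also: plate controls were induced DMSO wells for no effect and uninduced yeast grown without galactose for full effect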
* marks the source's active call; other numbers are inactive results; x = no result given.

SMILES	ATG4B inhibitor	TIM10 inh	tim10-1 inh	hIAP block	mIAP inh	Apaf1 inhib	mIAP activ	hIAP activ	NALP3 yeast inh
Cn1c(=O)c2c(SCC(=O)N3CCOCC3)nc(-c3ccccc3Cl)nc2n(C)c1=O	-1.9	3.3	14.7	-17.3	9.7	26.9	0.903	1.17	19.5
c1ccc(-c2cc(-c3ccccc3)n3ncnc3n2)cc1	6.6	23.7	-9.1	-5.4	-9.0	6.6	1.09	1.05	36.4
O=C1c2cccc3cc(Br)cc(c23)C(=O)N1Nc1ccccc1	-5.3	27.5	19.1	4.6	9.3	19.2	0.907	0.954	13.9
CCCNC(=O)Cn1cnc2sc(C(=O)N3CCCC(C(=O)OCC)C3)c(C)c2c1=O (stereo not given)	1.7	-3.1	7.6	-26.6	-5.0	-3.3	1.05	1.27	9.3
Cc1ccc(S(=O)(=O)Oc2ccc(/C=C(/NC(=O)c3ccccc3)C(=O)NCCC(=O)O)cc2)cc1	-9.5	1.6	1.4	-3.5	-4.9	2.3	1.05	1.03	6.9
COCCN(C(=O)COC(=O)c1ccccc1Oc1ccccc1)c1c(N)n(Cc2ccccc2)c(=O)[nH]c1=O	-1.9	10.9	28.1	-10.0	-8.5	26.7	1.08	1.1	14.5
CCCN1C(=O)c2ccc(C(=O)Nc3ccccc3C(=O)O)cc2C1=O	7.2	-4.3	12.1	-26.7	-0.6	6.1	1.01	1.27	7.7
Cc1ccc(S(=O)(=O)N2CCC(C(=O)OCC(=O)Nc3cc(S(C)(=O)=O)ccc3Cl)CC2)cc1C	-10.2	10.4	9.3	-10.8	9.4	4.9	0.906	1.11	14.2
COc1cccc(-c2c(C(=O)N/N=C/c3ccc(C)o3)nnn2-c2nonc2N)c1	-11.7	3.8	-1.8	8.2	5.6	10.3	0.944	0.918	8.6
COC(=O)c1ccc2c(=O)[nH]c(CN3c4ccccc4CC3C)nc2c1 (stereo not given)	4.2	17.9	25.5	-10.1	19.5	1.4	0.805	1.1	1.3
CCn1cnc2cc(NC(=O)c3ccco3)ccc21	-12.8	15.3	19.7	-4.6	-10.8	10.4	1.11	1.05	-3.5
O=C(NCc1ccc2c(c1)OCO2)c1ccc(S(=O)(=O)N2CCCCC2)cc1	-12.2	12.5	12.0	-4.5	11.7	6.8	0.883	1.04	12.0

Copied from the list.
mIAP inh, `CCCNC(=O)Cn1cnc2sc(C(=O)N3CCCC(C(=O)OCC)C3)c(C)c2c1=O` (stereo not given) = -5.0
hIAP block, `COc1cccc(-c2c(C(=O)N/N=C/c3ccc(C)o3)nnn2-c2nonc2N)c1` = 8.2

Among those listed so far, 2 have an NH in an aromatic ring:
SMILES	ATG4B inhibitor	TIM10 inh	tim10-1 inh	hIAP block	mIAP inh	Apaf1 inhib	mIAP activ	hIAP activ	NALP3 yeast inh
COCCN(C(=O)COC(=O)c1ccccc1Oc1ccccc1)c1c(N)n(Cc2ccccc2)c(=O)[nH]c1=O	-1.9	10.9	28.1	-10.0	-8.5	26.7	1.08	1.1	14.5
COC(=O)c1ccc2c(=O)[nH]c(CN3c4ccccc4CC3C)nc2c1 (stereo not given)	4.2	17.9	25.5	-10.1	19.5	1.4	0.805	1.1	1.3

Next part
SMILES	ATG4B inhibitor	TIM10 inh	tim10-1 inh	hIAP block	mIAP inh	Apaf1 inhib	mIAP activ	hIAP activ	NALP3 yeast inh
O=C(COC(=O)c1ccc2ccccc2c1O)Nc1ccccc1	5.9	-3.5	-0.6	8.3	2.4	-1.1	0.976	0.917	6.9
O=C1N(Cc2cccc(Cl)c2)C[C@@H]2C[C@@H](c3ccco3)N3CCC[C@@]123	15.9	-1.5	8.4	-26.7	-3.0	4.4	1.03	1.27	8.7
COc1ccc(-c2nc(CS(=O)CC(=O)NC3CCCC3)c(C)o2)cc1OC (stereo not given)	-4.4	-1.8	-3.3	-22.9	-6.2	0.4	1.06	1.23	9.8
Cc1ccc(S(=O)(=O)N2CCC(C(=O)OCC(=O)NC(C)c3ccc(F)cc3)CC2)cc1C (stereo not given)	-8.0	9.3	19.7	8.4	-4.0	10.1	1.04	0.916	5.1
Cc1ccccc1-n1c(SCC(=O)Nc2ccccc2)nc2nc3c(cc2c1=O)CCCC3	8.2	22.7	43.7*	-8.0	10.1	13.4	0.899	1.08	8.6
O=C(N/N=C/c1ccccc1C(=O)O)c1ccncc1	0.2	-11.9	-17.2	18.1	7.5	-1.0	0.925	0.819	15.8
CCCCC(=O)Nc1cc(NC(=O)CC)ccc1Cl	-1.4	27.2	8.6	-0.4	2.7	-5.0	0.973	1	2.4
CCCCCCn1c(COc2ccccc2F)nnc1SCC(=O)c1c(N)n(C)c(=O)n(C)c1=O	x	-0.8	7.4	3.5	7.0	-5.7	0.93	0.965	11.3
C=CCSc1nc(C)cc(C(=O)OCC)c1C#N	-0.8	-28.9	-18.5	3.5	0.5	3.5	0.995	0.965	-2.6
CCC(=O)Nc1ccc(C(=O)Nc2cccc(OC)c2)cc1	-2.1	-1.6	10.5	-8.9	1.1	-4.0	0.989	1.09	13.5
Cc1c(NS(=O)(=O)CC23CCC(CC2=O)C3(C)C)c(=O)n(-c2ccccc2)n1C (stereo not given)	6.7	1.3	6.5	17.1	0.8	-9.7	0.992	0.829	-21.4
Cc1ccc(SCc2c(C(=O)N/N=C/c3ccc4c(c3)OCO4)nnn2-c2nonc2N)cc1	-2.8	-18.6	-9.5	-2.3	9.8	6.6	0.902	1.02	13.4
COc1ccc2c(c1)c(-c1csc(N)n1)c(C)n2C	-11.6	10.4	8.8	-12.6	1.7	6.5	0.983	1.13	-1.3
COCc1c(C(=O)OC)nnn1-c1ccccc1	-7.3	-13.9	8.1	-3.1	-8.5	-6.9	1.08	1.03	11.8
O=C(CSc1cccc[n+]1[O-])Nc1cccc(S(=O)(=O)NC2=NCCCCC2)c1	-3.1	7.1	-12.6	2.8	2.2	1.6	0.978	0.972	9.2
O=C(O)c1ccc(NC(=S)NCc2ccccc2)cc1	-0.1	11.8	-5.9	10.3	0.4	-17.0	0.996	0.897	4.1
CCOc1cccc(CN2CCCC(N3CCN(c4cccc(Cl)c4)CC3)C2)c1O (stereo not given)	4.7	3.6	6.3	3.3	5.7	12.1	0.943	0.967	28.7
COCCNC(=O)NC1(C(F)(F)F)Oc2ccc(Cl)cc2O1 (stereo not given)	13.5	-8.1	30.7	-5.8	7.1	8.5	0.929	1.06	17.1
Cc1c(C(=O)OCc2ccc(F)cc2)sc2nc3n(c(=O)c12)CCC3	3.5	13.3	12.5	28.7	12.6	8.0	0.874	0.713	27.8
O=C(Cn1cnc2c(nnn2-c2ccccc2)c1=O)NCC1CCCO1 (stereo not given)	-0.5	-6.3	4.9	1.5	-7.0	2.4	1.07	0.985	-2.4
O=C(Cn1ncc2c3ccccc3n(Cc3ccccc3)c2c1=O)NC1CCCC1	-4.7	-9.0	1.6	-10.8	0.4	-4.9	0.996	1.11	10.8
Cc1ccc(S(=O)(=O)CCC(=O)NCCN2C(=O)S/C(=C/c3ccc(F)cc3)C2=O)cc1	-14.1	21.5	36.1	11.8	11.7	7.9	0.883	0.882	22.6
Cc1ccc(Oc2ncccc2NC(=O)CC2(CC(=O)O)CCCC2)c2c1CCC2	-1.1	7.2	10.3	-0.8	-5.5	-1.7	1.05	1.01	4.2
CCOC(=O)c1sc(NC(=O)CCN2CC(C)OC(C)C2)c(C(=O)OCC)c1C (stereo not given)	x	25.5	33.8	8.7	8.1	6.0	0.919	0.913	-4.5
COc1ccc(C)cc1-n1nnnc1SCC1CCCO1 (stereo not given)	0.8	12.6	8.6	-17.7	9.2	-24.3	0.908	1.18	19.6
Cc1ccc2c(c1)N(CCC(=O)NCc1cccnc1)C(=O)CO2	0.3	-17.0	9.5	-16.4	3.3	-0.1	0.967	1.16	16.6
CCOC(=O)CCc1c(C)nc2cc(C3CCCN(C(=O)OC(C)(C)C)C3)[nH]n2c1=O (stereo not given)	-8.0	-2.3	4.8	0.5	0.6	-0.9	0.994	0.995	14.5
Cc1cc(OCCOCCNC(C)C)cc(C)c1Cl	-11.9	-3.7	4.6	6.1	0.8	-1.4	0.992	0.939	12.1
COc1cc(NC(=S)NCc2cccnc2)cc(OC)c1	-14.2	-1.0	5.5	-10.5	4.4	-9.9	0.956	1.1	6.9
CC1CCC(NC(=O)CCN2C(=O)C3CC=CCC3C2=O)CC1 (stereo not given)	-6.2	4.1	-2.8	2.7	-12.0	5.1	1.12	0.973	11.0
Cc1cc(SCC(=O)OC(C)C(=O)N(C)c2ccccc2)nc2ccccc12 (stereo not given)	-7.2	12.0	21.3	-12.3	-3.1	-323.8	1.03	1.12	16.6
Cc1cc(NC(=O)CCN2CCN(C/C=C/c3ccccc3)CC2)ccc1Br	-17.2	7.2	-34.7	-5.2	-4.7	24.8	1.05	1.05	26.7
COc1ccc(CN2CCN(Cc3ccc(Br)cc3)CC2)c(OC)c1OC	3.3	10.0	3.9	3.2	7.6	13.1	0.924	0.968	9.7
CCC(=O)Nc1ccc(NC(=O)c2cccc3ccccc23)cc1	-0.3	2.8	-1.4	-33.9	1.1	-8.4	0.989	1.34	17.8
Cc1cccc(-n2c(SCC(=O)N3CCN(c4ccccn4)CC3)nnc2N2CCOCC2)c1	-25.1	8.3	3.7	-19.3	-9.9	9.9	1.1	1.19	5.2
NC(=S)N/N=C1\CCOc2ccc(F)cc21	-0.4	2.2	3.3	-2.5	7.4	-10.1	0.926	1.02	11.8

No enrichment for hits; 4.5% or so of the library scored in one or more.
